MITF primary = MITF inhibitors, primary screen, biochemical, AlphaScreen, human. AlphaScreen MITF homodimerization, bead proximity signal. inhibition, % at 2.6 µM. 0.91% of 650,000 active; in the data active = inhibition above about 50%;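 also: 0% = vehicle wells with protein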
Target sequence (O75030 whole entry, looked up): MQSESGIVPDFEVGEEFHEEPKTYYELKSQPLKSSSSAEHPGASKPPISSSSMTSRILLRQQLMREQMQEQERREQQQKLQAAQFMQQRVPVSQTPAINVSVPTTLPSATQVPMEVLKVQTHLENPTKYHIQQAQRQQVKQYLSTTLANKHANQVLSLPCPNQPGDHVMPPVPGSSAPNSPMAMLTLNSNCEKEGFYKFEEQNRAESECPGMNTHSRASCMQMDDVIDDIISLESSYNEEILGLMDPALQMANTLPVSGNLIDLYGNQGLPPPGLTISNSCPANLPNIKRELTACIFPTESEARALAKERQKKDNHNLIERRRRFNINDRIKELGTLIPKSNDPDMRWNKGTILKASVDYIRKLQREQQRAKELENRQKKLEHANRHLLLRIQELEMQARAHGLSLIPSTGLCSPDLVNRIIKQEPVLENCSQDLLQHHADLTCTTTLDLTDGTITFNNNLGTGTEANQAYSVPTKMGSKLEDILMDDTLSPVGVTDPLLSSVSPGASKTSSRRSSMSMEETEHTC
FBW7 activator = FBW7 E3 ligase activators, primary screen, biochemical, AlphaScreen, human. AlphaScreen FBW7–phospho-cyclin E peptide binding, activator screen. normalized activity (activation), % at 26.1 µM. 0.13% of 650,000 active; in the data active = normalized activity above about 1.9%;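 also: purified mutant Fbw7 with reduced substrate affinity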
GPR151 ag = activators of human GPR151, primary screen, cell-based, PathHunter beta-arrestin, luminescence; G-protein coupled receptor 151 (Homo sapiens), Q8TDV0; PathHunter beta-arrestin GPR151 cells; activation, % at 11.2 µM; 1% of 650,000 active; AID 1508602, 2020; in the data active = activation above about 4.9%;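 also: 0% = median of compound wells and 100% = cells with positive control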
Target sequence (Q8TDV0 whole entry, looked up): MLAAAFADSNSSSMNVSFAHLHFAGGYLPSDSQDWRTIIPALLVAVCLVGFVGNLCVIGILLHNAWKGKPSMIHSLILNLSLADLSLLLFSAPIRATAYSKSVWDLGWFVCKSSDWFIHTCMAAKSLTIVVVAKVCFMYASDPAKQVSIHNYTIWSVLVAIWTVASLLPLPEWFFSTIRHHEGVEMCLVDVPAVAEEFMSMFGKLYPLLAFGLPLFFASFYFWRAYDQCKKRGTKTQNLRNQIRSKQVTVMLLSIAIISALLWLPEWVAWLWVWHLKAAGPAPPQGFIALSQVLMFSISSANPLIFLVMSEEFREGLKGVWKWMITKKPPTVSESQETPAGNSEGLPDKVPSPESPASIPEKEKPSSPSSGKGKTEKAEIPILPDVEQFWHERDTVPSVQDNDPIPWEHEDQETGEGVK
TEAD-YAP block = TEAD-YAP interaction inhibition, primary screen, TEAD-YAP interaction inhibitor project, luminescence, HEK-TIYL cells | inhibition, % at 9.12 µM | 1.4% of 640,000 active | TEAD-Gal4/YAP UAS-luciferase luminescence; in the data active = inhibition above about 32%;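 also: 0% = median of test compound wells and 100% = reference inhibitor wells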
The depositor's hits bear a star; & = joins results of further samples. This is a random part of the collection. Share with any hit: about 3.4%.

For Cc1ccc(C)c(NC(=S)NCC(c2cccnc2)N2CCOCC2)c1 (centres undefined) the results were MITF primary 3.8, FBW7 activator -0.1, GPR151 ag -1.8 and TEAD-YAP block 0.0.
CCOCCCNc1c(C)c(C)nc2cc(-c3cccc(C)c3)nn12 was read as MITF primary -1.6, FBW7 activator -0.1, GPR151 ag 0.3 and TEAD-YAP block -11.8.
Screening Cc1sc(C(=O)Nc2ccc3ccccc3c2)cc1CC(=O)O returned MITF primary 12.1, FBW7 activator 0.1, GPR151 ag -1.6 and TEAD-YAP block -13.8.
For Cc1ccc(-c2nc3ncccc3o2)cc1NC(=S)NC(=O)c1cccc(Cl)c1 the results were MITF primary 10.4, FBW7 activator -0.1, GPR151 ag 0.6 and TEAD-YAP block 1.5.
For CC1(C)CC(=O)C2=C(C1)N(N1CCOCC1)C(N)=C(C#N)C2c1ccccc1C(F)(F)F (centres undefined) the results were MITF primary 9.3, FBW7 activator -0.1, GPR151 ag 1.3 and TEAD-YAP block -1.7.
For COc1ccc(/C=C/C(=O)Nc2cccc(SC)c2)cc1 the results were MITF primary 9.0, FBW7 activator 0.2, GPR151 ag 0.1 and TEAD-YAP block -39.6.
For Cc1ccc(NC(=O)CSc2nc3ccccc3c(=O)n2CC2CCC(C(=O)NCCc3ccccc3)CC2)cc1Cl (centres undefined) the results were MITF primary 5.1, FBW7 activator 0.1, GPR151 ag -1.1 and TEAD-YAP block -11.5.
`CCC1(CC)NC(=O)N(Cc2cc(=O)n3cc(C)ccc3n2)C1=O` gave MITF primary -6.9, FBW7 activator -0.1, GPR151 ag 0.5 and TEAD-YAP block -3.2.
`CCOc1ccc(NC(=O)CN(c2ccccc2)S(C)(=O)=O)cc1` gave MITF primary 3.3, FBW7 activator 0.1, GPR151 ag -1.0 and TEAD-YAP block -6.5.
For CNC(=O)[C@@H]1C[C@@H](NCC2=CC[C@H]3C[C@@H]2C3(C)C)CN1Cc1ccc2ccccc2c1 the results were MITF primary 0.7, FBW7 activator -0.1, GPR151 ag 0.0 and TEAD-YAP block 2.9.

The list goes on; the last 2 above are carried over.
`CCOc1ccc(NC(=O)CN(c2ccccc2)S(C)(=O)=O)cc1` gave MITF primary 3.3, FBW7 activator 0.1, GPR151 ag -1.0 and TEAD-YAP block -6.5.
For CNC(=O)[C@@H]1C[C@@H](NCC2=CC[C@H]3C[C@@H]2C3(C)C)CN1Cc1ccc2ccccc2c1 the results were MITF primary 0.7, FBW7 activator -0.1, GPR151 ag 0.0 and TEAD-YAP block 2.9.
O=CN1CCN(S(=O)(=O)c2ccc(S(=O)(=O)N3CCCCCC3)cc2)CC1 was read as MITF primary 24.9, FBW7 activator 0.2, GPR151 ag -1.4 and TEAD-YAP block -7.3.
For O=C(Nc1ccc(Cl)cc1)c1cc(S(=O)(=O)NCc2ccco2)ccc1F the results were MITF primary 12.2, FBW7 activator -0.1, GPR151 ag 0.7 and TEAD-YAP block 5.5.
For O=C1CCN(Cc2cn[nH]c2-c2ccc(Cl)cc2)CCN1CCN1CCCCC1 the results were MITF primary -5.1, FBW7 activator -0.1, GPR151 ag -0.1 and TEAD-YAP block 12.9.
Screening CC(C)=CC(=O)Nc1ccc(S(=O)(=O)Nc2ccccn2)cc1 returned MITF primary 7.7, FBW7 activator -0.1, GPR151 ag 0.3 and TEAD-YAP block 3.6.
Screening COC(=O)c1cn(NC(=O)COc2ccc(Cl)cc2Cl)c(=O)c2ccccc12 returned MITF primary -9.2, FBW7 activator 0.0, GPR151 ag -0.9 and TEAD-YAP block 2.1.
For Cc1ccccc1/C=C1\N=C(c2ccc(F)cc2)OC1=O the results were MITF primary 28.5, FBW7 activator -0.1, GPR151 ag -1.3 and TEAD-YAP block 3.9.
For C/C=C(\C)C(=O)N1CCc2c(sc(S(=O)(=O)NCc3ccccc3)c2C(=O)OC)C1 the results were MITF primary -4.2, FBW7 activator 0.0, GPR151 ag 1.5 and TEAD-YAP block -10.0.
Screening Cc1cc(=O)n2[nH]c(CC(=O)N3C4CCC3CC(c3ccc(F)cc3)C4)nc2n1 (centres undefined) returned MITF primary 0.5, FBW7 activator -0.4, GPR151 ag 0.2 and TEAD-YAP block 1.1.
For O=C(CCc1ccccc1)NCC1(c2ccc3c(c2)OCCO3)CCOCC1 the results were MITF primary 18.9, FBW7 activator 0.5, GPR151 ag -0.5 and TEAD-YAP block 5.1.
Cc1nc2cc(NC(=O)Nc3cccc4ccccc34)ccc2n1C was read as MITF primary 7.2, FBW7 activator 0.8, GPR151 ag -4.6 and TEAD-YAP block -50.0.

Reprinted from the part before: 3 compounds, followed by the next part.
Screening Cc1cc(=O)n2[nH]c(CC(=O)N3C4CCC3CC(c3ccc(F)cc3)C4)nc2n1 (centres undefined) returned MITF primary 0.5, FBW7 activator -0.4, GPR151 ag 0.2 and TEAD-YAP block 1.1.
For O=C(CCc1ccccc1)NCC1(c2ccc3c(c2)OCCO3)CCOCC1 the results were MITF primary 18.9, FBW7 activator 0.5, GPR151 ag -0.5 and TEAD-YAP block 5.1.
Cc1nc2cc(NC(=O)Nc3cccc4ccccc34)ccc2n1C was read as MITF primary 7.2, FBW7 activator 0.8, GPR151 ag -4.6 and TEAD-YAP block -50.0.
`Cc1ccc(NC(=O)CSc2nnc(NC(=O)CSc3nnc(N)s3)s2)cc1` gave MITF primary 9.4, FBW7 activator -0.1, GPR151 ag 0.3 and TEAD-YAP block 7.1.
For CC(NC(=O)C12CC3CC(CC(C3)C1)C2)C(=O)NC1CCCCC1 (centres undefined) the results were MITF primary -0.7, FBW7 activator -0.1, GPR151 ag -0.7 and TEAD-YAP block -7.5.
`O=[N+]([O-])c1cccc(S(=O)(=O)NC2C3CC4CC(C3)CC2C4)c1` (centres undefined) gave MITF primary 2.8, FBW7 activator -0.1, GPR151 ag -0.9 and TEAD-YAP block -1.7.
CCOc1ccccc1C(=O)Nc1nc(-c2ccc(C)cc2)cs1 was read as MITF primary 7.1, FBW7 activator 0.1, GPR151 ag -0.2 and TEAD-YAP block -1.8.
For CCc1ccccc1NC(=O)CSc1nc2ccccc2c(=O)n1CCC(=O)N1CCCCC1 the results were MITF primary 7.0, FBW7 activator 0.5, GPR151 ag 0.5 and TEAD-YAP block -0.1.
CC(C)Cn1c(SCC(=O)c2ccccc2)nc2c1c(=O)[nH]c(=O)n2C was read as MITF primary -4.3, FBW7 activator -0.1, GPR151 ag 0.6 and TEAD-YAP block 10.7.
Screening CCC(C)NC(=O)CN(c1ccc(Cl)cc1Cl)S(=O)(=O)c1ccccc1 (centres undefined) returned MITF primary 3.6, FBW7 activator 0.0, GPR151 ag 1.1 and TEAD-YAP block 14.2.
Screening Cc1ccnc(NC(c2ccccn2)c2ccc3cccnc3c2O)c1 (centres undefined) returned MITF primary 69.9*, FBW7 activator -1.2, GPR151 ag -0.6 and TEAD-YAP block 70.7*.
Screening Cc1cccc(NC(=O)C(CC(C)C)N2Cc3ccccc3C2=O)n1 (centres undefined) returned MITF primary 1.7, FBW7 activator 0.3, GPR151 ag 0.3 and TEAD-YAP block 7.5.
For Cc1cc(S(=O)(=O)NCCN(C)C)c(C)s1 the results were MITF primary -1.0, FBW7 activator 0.1, GPR151 ag -0.3 and TEAD-YAP block -0.3.
For COc1ccc(CNC(=O)C2C(C=C(Cl)Cl)C2(C)C)cc1 (centres undefined) the results were MITF primary 11.7, FBW7 activator 0.2, GPR151 ag 2.3 and TEAD-YAP block 14.1.
NC(=O)c1ccc(-c2nc3ncnc(NC4CC4)c3[nH]2)cc1 was read as MITF primary -6.3, FBW7 activator -0.1, GPR151 ag -1.0 and TEAD-YAP block 9.2.
COc1ccc(C(=O)n2c(=O)oc3cc(Cl)ccc32)cc1 was read as MITF primary 12.2, FBW7 activator 0.2, GPR151 ag -0.1 and TEAD-YAP block -47.2.
Screening O=C(COc1ccc(/C=C2\SC(=Nc3ccccc3)N(c3ccccc3)C2=O)cc1)Nc1ccc(OC(F)(F)F)cc1 returned MITF primary 3.2, FBW7 activator 0.1, GPR151 ag 0.1 and TEAD-YAP block 6.2.
O=c1nc2c(-c3ccc(F)cc3Cl)n[nH]n2c2ccccc12 was read as MITF primary 2.1, FBW7 activator 0.6, GPR151 ag -0.6 and TEAD-YAP block 7.5.
Screening C=CCOC(=O)C1=C(C)N(CC)C(=O)NC1c1cc2c(cc1Br)OCO2 (centres undefined) returned MITF primary -7.3, FBW7 activator -0.3, GPR151 ag -1.2 and TEAD-YAP block -3.6.
Cc1nc2cc(NC(=O)c3ccc(NC(N)=O)cc3)ccc2n1-c1ccccc1 was read as MITF primary 11.1, FBW7 activator 0.2, GPR151 ag 2.5 and TEAD-YAP block -0.8.
Screening CCOC(=O)c1c(NC(=O)CCc2ccc(OC)cc2)sc2c1CCC(C)C2 (centres undefined) returned MITF primary 11.4, FBW7 activator 0.5, GPR151 ag -0.4 and TEAD-YAP block -6.2.
`CCCN1CCC(NC(=O)Nc2ccc(C(C)=O)cc2)CC1` gave MITF primary 13.4, FBW7 activator 0.5, GPR151 ag -0.6 and TEAD-YAP block 6.1.
Screening COc1ccc(Nc2nc(Cl)nc(NCCO)n2)cc1 returned MITF primary 2.6, FBW7 activator 0.3, GPR151 ag -0.3 and TEAD-YAP block 2.4.
O=C(Nc1ccc(-c2nc3ccccc3o2)cc1)c1cc([N+](=O)[O-])ccc1Cl was read as MITF primary 10.7, FBW7 activator -0.3, GPR151 ag 0.5 and TEAD-YAP block 9.1.
CCc1c(C)sc2ncn(C3CCN(C(=O)C(C)N4CCCC4=O)CC3)c(=O)c12 (centres undefined) was read as MITF primary 3.9, FBW7 activator -0.1, GPR151 ag 0.5 and TEAD-YAP block 12.5.
CC(CS(=O)(=O)c1ccccc1)N1CCOCC1 (centres undefined) was read as MITF primary 4.3, FBW7 activator -0.1, GPR151 ag 0.5 and TEAD-YAP block -1.8.
For COc1ccc(-c2cccc(NC(=O)c3c(F)cccc3Cl)c2)nn1 the results were MITF primary -4.6, FBW7 activator -0.1, GPR151 ag 0.8 and TEAD-YAP block -5.3.
`CCOC(=O)c1c(NC(=O)CSc2nnc(CNC(=O)COc3ccccc3)n2-c2ccc(F)cc2)sc2c1CCCC2` gave MITF primary 16.7, FBW7 activator 0.0, GPR151 ag -1.2 and TEAD-YAP block 4.5.
`C=C1c2c(Cl)ccc(O)c2C(O)=C2C(=O)[C@]3(O)C(O)=C(C(N)=O)C(=O)[C@@H](N(C)C)[C@@H]3[C@@H](O)[C@H]12` gave MITF primary 62.8*, FBW7 activator -0.5&-0.5, GPR151 ag 0.2&-0.5 and TEAD-YAP block 5.4.
For Cc1cccc(NC(=O)Cn2cnc3ccccc3c2=O)c1C the results were MITF primary -4.7, FBW7 activator -0.1, GPR151 ag 0.5 and TEAD-YAP block -1.1.
`CCOC(=O)CNC(=O)c1sc2ncn(CC(=O)Nc3cccc(C(F)(F)F)c3)c(=O)c2c1C` gave MITF primary 21.9, FBW7 activator -0.1, GPR151 ag -0.7 and TEAD-YAP block 4.1.
Screening Nc1ccc2c(c1)C(=O)N(c1ccc(O)cc1)C2=O returned MITF primary 2.5, FBW7 activator 0.0, GPR151 ag 0.2 and TEAD-YAP block 3.9.
`CC(C(=O)N1c2ccccc2CC1C)N1C(=O)CNC1=O` (centres undefined) gave MITF primary 2.9, FBW7 activator 0.0, GPR151 ag 0.1 and TEAD-YAP block 8.7.
`COc1cccc(CNC(=O)C2CCCN2S(=O)(=O)c2cccc3nsnc23)c1` (centres undefined) gave MITF primary 10.6, FBW7 activator 0.3, GPR151 ag 0.5 and TEAD-YAP block 4.6.
Screening Cc1nc(N2CCN(C(=O)CCCl)CC2)c2c(C)c(C)sc2n1 returned MITF primary 17.8, FBW7 activator 0.0, GPR151 ag 0.6 and TEAD-YAP block 18.8.
For CCOC(=O)CC[C@H](NC(=O)C(Oc1nc(OC)cc(OC)n1)C(C)C)C(=O)OCC (some centres undefined) the results were MITF primary -2.4, FBW7 activator 0.1, GPR151 ag -1.4 and TEAD-YAP block 7.2.
COCCN1CCN(Cc2nc(NCC3CCCO3)c3ccc(Cl)cc3n2)CC1 (centres undefined) was read as MITF primary -7.6, FBW7 activator 0.0, GPR151 ag 1.4 and TEAD-YAP block 4.1.
O=C(NCCCN1CCCC1=O)c1ccnc(N2CCOCC2)c1 was read as MITF primary -4.2, FBW7 activator 0.1, GPR151 ag 1.0 and TEAD-YAP block 1.5.
O=C(C(c1ccccc1)c1ccccc1)N(CCO)Cc1ccccc1 was read as MITF primary 11.1, FBW7 activator 0.0, GPR151 ag -0.1 and TEAD-YAP block -0.3.
O=C(Cn1cc(-c2nnc(-c3ccco3)o2)c2ccccc21)NC1CCCCC1 was read as MITF primary -10.7, FBW7 activator 0.2, GPR151 ag -1.0 and TEAD-YAP block -5.1.
For CC(=O)c1cccc(NC(=O)Cn2nc(-c3ccc4c(c3)OCCO4)ccc2=O)c1 the results were MITF primary -3.4, FBW7 activator -0.1, GPR151 ag -1.9 and TEAD-YAP block -8.0.
